DT40 TDP1 CPT = DT40-hTDP1 cell growth loss with CPT; chicken DT40 Tdp1-/-;hTDP1 cells + 20 nM CPT, ATP luminescence, 48 h; Potency, µM (series often up to 46.2 µM), for the others: at the highest dose activity change, negative = growth inhibition, hits mostly inhibitors; 420,000 tested, 12% active; AID 686979; note: nearly all actives have a fitted effect of over 55% in size
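Chicken DT40 Tdp1-/- cells complemented with human TDP1, 400 cells/well, exposed to compounds plus 20 nM camptothecin for at least 48 h at 37 C; viability read as ATP content by CellTiter-Glo luminescence.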
DT40 TDP1 no CPT = qHTS for Inhibitors of human tyrosyl-DNA phosphodiesterase 1 (TDP1): qHTS in cells in absence of CPT | DT40 Tdp1-/- hTDP1 cells, no CPT, ATP luminescence, 48 h | 420,000 tested, 15% active | AID 686978, 2013 | Potency, µM (doses to about 46.2 µM), inactives show at the highest dose activity change, negative = growth inhibition, actives largely listed as inhibitors; note: nearly all actives have a fitted effect of over 55% in size
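Seeded 400 DT40-hTDP1 cells/well (vehicle DMSO, no 20 nM CPT); pinned compounds; ≥48 hr at 37 °C; CellTiter-Glo luminescence as viability measure.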
KAT2A inh = GCN5L2 (KAT2A) acetyltransferase inhibition | Q92830 | GCN5L2 HAT assay, ThioGlo1 CoA-SH fluorescence | Potency, µM (top dose mostly 58.9 µM), for inactives: at the top dose activity change, negative = inhibition, actives largely listed as inhibitors | 390,000 tested, 0.21% active
Target sequence (Q92830 whole entry, looked up): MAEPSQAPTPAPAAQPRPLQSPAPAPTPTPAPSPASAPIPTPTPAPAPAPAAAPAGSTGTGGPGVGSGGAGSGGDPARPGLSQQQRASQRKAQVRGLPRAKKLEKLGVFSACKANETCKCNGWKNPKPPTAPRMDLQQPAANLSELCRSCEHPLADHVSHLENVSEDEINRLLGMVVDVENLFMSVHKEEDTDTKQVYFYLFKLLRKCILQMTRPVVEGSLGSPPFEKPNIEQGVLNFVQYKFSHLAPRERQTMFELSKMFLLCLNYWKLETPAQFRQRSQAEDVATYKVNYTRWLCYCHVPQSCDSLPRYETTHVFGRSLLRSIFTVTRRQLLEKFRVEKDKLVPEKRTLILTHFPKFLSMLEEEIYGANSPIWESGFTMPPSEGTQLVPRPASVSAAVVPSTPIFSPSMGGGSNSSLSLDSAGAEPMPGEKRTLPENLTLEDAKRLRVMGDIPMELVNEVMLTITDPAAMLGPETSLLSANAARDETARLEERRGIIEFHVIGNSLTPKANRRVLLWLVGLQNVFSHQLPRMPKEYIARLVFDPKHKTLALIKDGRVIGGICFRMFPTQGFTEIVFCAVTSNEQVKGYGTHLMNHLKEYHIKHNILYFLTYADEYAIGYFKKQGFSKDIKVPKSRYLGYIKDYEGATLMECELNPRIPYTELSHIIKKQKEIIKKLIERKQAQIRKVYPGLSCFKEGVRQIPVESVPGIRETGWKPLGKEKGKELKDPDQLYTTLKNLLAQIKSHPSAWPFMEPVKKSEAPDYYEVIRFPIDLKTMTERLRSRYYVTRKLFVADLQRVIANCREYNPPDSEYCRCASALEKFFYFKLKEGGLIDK
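Compounds, pin-transferred from DMSO stocks, meet 20nM GCN5L2 for 15 min before the reaction begins with H3(1-25) peptide (75uM) and acetyl-CoA (70uM). Thiol-reactive ThioGlo1 reports CoA release over 20 min at room temperature.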
Starred values were filed as active, the others as inactive. Calls come from the whole dose curve; as a rule, active = well fitted curve in the direction sought with a large enough effect; inconclusive = small, poorly fitted or top-dose-only effect, or another doubt; inactive = no such curve, though single readings can be large; an effect the other way counts as inactive or inconclusive. % is set by controls: 0 for no effect and ±100 for the full control effect; potency is the fitted concentration of half-maximal effect. Compounds were not picked by outcome; overall some 18% were active at least once.

CC(NC(=O)c1cc(COc2cccc(C(F)(F)F)c2)on1)c1nccs1 (centres undefined) was read as DT40 TDP1 CPT -7%, DT40 TDP1 no CPT inconclusive and KAT2A inh inconclusive.
Screening CC(=O)N[C@H]1C(O)O[C@H](CO)[C@@H](O)[C@@H]1O (some centres undefined) returned DT40 TDP1 CPT -10%, DT40 TDP1 no CPT 5% and KAT2A inh 2%.
Screening COc1ccccc1C(=O)C1CCCN(Cc2ccc3c(c2)OCCO3)C1 (centres undefined) returned DT40 TDP1 CPT inconclusive, DT40 TDP1 no CPT inconclusive and KAT2A inh -11%.
For COc1ccc2c(ccc[n+]2CC(=O)c2ccc(C)cc2)c1 the results were DT40 TDP1 CPT inconclusive, DT40 TDP1 no CPT 15µM* and KAT2A inh -3%.
O=C(Cc1c[nH]c2ccccc12)NCc1ccc(Cl)cc1Cl was read as DT40 TDP1 CPT -10%, DT40 TDP1 no CPT 1% and KAT2A inh 1%.
`COC(=O)CNc1nc(C2CC2)nc2c1nnn2Cc1ccccc1Cl` gave DT40 TDP1 CPT -17%, DT40 TDP1 no CPT -20% and KAT2A inh 1%.
`Cc1ccccc1N1CCN(C2CCCN(C(=O)c3noc4c3CCCC4)C2)CC1` (centres undefined) gave DT40 TDP1 CPT 9.2µM*, DT40 TDP1 no CPT 8.2µM* and KAT2A inh -8%.
Screening COC(=O)[C@H](NC(=O)c1cc(-c2ccccc2)sc1N)C(C)C returned DT40 TDP1 CPT inconclusive and DT40 TDP1 no CPT inconclusive.
For COC(=O)c1ccc(C)c(NC(=O)c2ccc(Cn3cc([N+](=O)[O-])cn3)o2)c1 the results were DT40 TDP1 CPT -25%, DT40 TDP1 no CPT inconclusive and KAT2A inh -3%.
Screening COc1ccc(/C=C\C(=O)NCc2ccc3c(c2)cc(C)n3C)cc1OC returned DT40 TDP1 CPT 3%, DT40 TDP1 no CPT -21% and KAT2A inh -1%.
CCn1c(-c2ccc(C(C)(C)C)cc2)n[nH]c1=S was read as DT40 TDP1 CPT 15µM*, DT40 TDP1 no CPT 8.2µM* and KAT2A inh -4%.
Screening O=C(Oc1ccc(-c2nnco2)cc1)C1CCN(C(=O)c2ccc(F)cc2)CC1 returned DT40 TDP1 CPT -11%, DT40 TDP1 no CPT -8% and KAT2A inh -23%.

Brought forward from above: 6 compounds; new compounds follow.
`Cc1ccccc1N1CCN(C2CCCN(C(=O)c3noc4c3CCCC4)C2)CC1` (centres undefined) gave DT40 TDP1 CPT 9.2µM*, DT40 TDP1 no CPT 8.2µM* and KAT2A inh -8%.
Screening COC(=O)[C@H](NC(=O)c1cc(-c2ccccc2)sc1N)C(C)C returned DT40 TDP1 CPT inconclusive and DT40 TDP1 no CPT inconclusive.
For COC(=O)c1ccc(C)c(NC(=O)c2ccc(Cn3cc([N+](=O)[O-])cn3)o2)c1 the results were DT40 TDP1 CPT -25%, DT40 TDP1 no CPT inconclusive and KAT2A inh -3%.
Screening COc1ccc(/C=C\C(=O)NCc2ccc3c(c2)cc(C)n3C)cc1OC returned DT40 TDP1 CPT 3%, DT40 TDP1 no CPT -21% and KAT2A inh -1%.
CCn1c(-c2ccc(C(C)(C)C)cc2)n[nH]c1=S was read as DT40 TDP1 CPT 15µM*, DT40 TDP1 no CPT 8.2µM* and KAT2A inh -4%.
Screening O=C(Oc1ccc(-c2nnco2)cc1)C1CCN(C(=O)c2ccc(F)cc2)CC1 returned DT40 TDP1 CPT -11%, DT40 TDP1 no CPT -8% and KAT2A inh -23%.
NC(=O)c1ccc(-n2nnnc2SCc2ccc(F)cc2)cc1 was read as DT40 TDP1 CPT -12%, DT40 TDP1 no CPT -14% and KAT2A inh -1%.
CC(C)(C)C(=O)C(Cc1ccccc1Cl)n1cncn1 (centres undefined) was read as DT40 TDP1 CPT -14%, DT40 TDP1 no CPT -5% and KAT2A inh -3%.
Screening COC(=O)c1ccc(-n2c(C)cc(/C=N/Nc3nc(C)cc(=O)[nH]3)c2C)cc1 returned DT40 TDP1 CPT 15µM*, DT40 TDP1 no CPT 16µM* and KAT2A inh -15%.
Screening COc1cc2c(cc1NC(=O)Nc1cccc(C)c1)oc1ccccc12 returned DT40 TDP1 CPT inconclusive, DT40 TDP1 no CPT inconclusive and KAT2A inh -20%.
`CCn1c(=O)cc(OCC(=O)N2CCCCCC2)c2ccccc21` gave DT40 TDP1 CPT -5%, DT40 TDP1 no CPT 18% and KAT2A inh -4%.
For Cc1ccc(NC(=S)N2CCC(c3ccc(C)cc3)C2)cc1 (centres undefined) the results were DT40 TDP1 CPT inconclusive, DT40 TDP1 no CPT inconclusive and KAT2A inh -18%.
`COCC(=O)N(C)C[C@H]1N[C@@](Cc2ccccc2)(C(=O)OC)[C@H]2C(=O)N(C)C(=O)[C@@H]12` gave DT40 TDP1 CPT 0%, DT40 TDP1 no CPT -6% and KAT2A inh 3%.
Screening COC(=O)[C@@H]1CCCN1Cc1c(C(=O)N2CCOCC2)nc2c(C)cccn12 returned DT40 TDP1 CPT 9%, DT40 TDP1 no CPT 16% and KAT2A inh 2%.
O=C(Nc1cccc(C(=O)N2CCCCC2)c1)C1CCC1 was read as DT40 TDP1 CPT 1% and DT40 TDP1 no CPT -15%.
Cc1cc(C)nc(SCc2nnc(SCC(=O)NCc3ccco3)n2-c2ccccc2)n1 was read as DT40 TDP1 CPT -7%, DT40 TDP1 no CPT -10% and KAT2A inh 0%.
Screening CCOC(=O)Cc1csc(NC(=O)C(C)(C)C)n1 returned DT40 TDP1 CPT 0%, DT40 TDP1 no CPT -20% and KAT2A inh 1%.
For Cc1ccc(/C=C2\SC(=S)N(CCCC(=O)Nc3ccccn3)C2=O)cc1 the results were DT40 TDP1 CPT inconclusive, DT40 TDP1 no CPT inconclusive and KAT2A inh 1%.
`O=c1[nH]c(CSc2ccccn2)nc2ccccc12` gave DT40 TDP1 CPT -1%, DT40 TDP1 no CPT -17% and KAT2A inh -1%.
Screening FC(F)(F)c1nc(-c2ccccc2)ncc1-c1nnnn1-c1ccccc1 returned DT40 TDP1 CPT 21µM*, DT40 TDP1 no CPT 16µM* and KAT2A inh 0%.
O=C1CC(C(=O)Nc2ccc(Cl)cc2[N+](=O)[O-])C2(CCCCC2)O1 (centres undefined) was read as DT40 TDP1 CPT -12%, DT40 TDP1 no CPT -22% and KAT2A inh 0%.
Screening CCOC(=O)c1c(NC(=O)C2C3C=CC(C3)C2C(=O)O)sc2c1CCCC2 (centres undefined) returned DT40 TDP1 CPT inconclusive, DT40 TDP1 no CPT inconclusive and KAT2A inh 11%.
`Cc1cccc(Nc2ncnc3onc(-c4ccc(F)cc4)c23)c1C` gave DT40 TDP1 CPT inconclusive, DT40 TDP1 no CPT inconclusive and KAT2A inh -7%.
`O=[N+]([O-])c1cccnc1Sc1ccc(F)cc1` gave DT40 TDP1 CPT -2% and DT40 TDP1 no CPT -18%.
For COC(=O)c1ccccc1NC(=O)NC1CC1 the results were DT40 TDP1 CPT 1%, DT40 TDP1 no CPT 2% and KAT2A inh -4%.
Screening COc1cc(-c2cc(C(=O)Nc3ccccc3N3CCOCC3)c3ccccc3n2)cc(OC)c1OC returned DT40 TDP1 CPT 18µM*, DT40 TDP1 no CPT 21µM* and KAT2A inh -4%.
For CC(C)C[C@H](NC(=O)OC(C)(C)C)C(=O)N1CCC(C(=O)O)CC1 the results were DT40 TDP1 CPT 4%, DT40 TDP1 no CPT -3% and KAT2A inh -8%.
CN(C)C=NC(=O)c1cccn1-c1ncc(C(F)(F)F)cc1Cl was read as DT40 TDP1 CPT -2%, DT40 TDP1 no CPT -1% and KAT2A inh -5%.
For O=C(CCCc1ccccc1)N1CCN(c2ccc([N+](=O)[O-])cc2)CC1 the results were DT40 TDP1 CPT 18µM*, DT40 TDP1 no CPT 18µM* and KAT2A inh -6%.
`COc1cccc2cc(C(=O)NCCc3ccccc3)oc12` gave DT40 TDP1 CPT -29%, DT40 TDP1 no CPT inconclusive and KAT2A inh -1%.
Screening COc1ccc(NC(=O)N2CC3(CCN(C(=O)c4csnn4)CC3)C2)cc1 returned DT40 TDP1 CPT 4%, DT40 TDP1 no CPT -4% and KAT2A inh -3%.
For CC(C)c1cc(C(=O)N/N=C/c2ccoc2)c(O)c(C(C)C)c1 the results were DT40 TDP1 CPT 11%, DT40 TDP1 no CPT 12% and KAT2A inh -4%.
c1cc2c3c(c1)CCC[N+]3(C1CCCCC1)CCC2 was read as DT40 TDP1 CPT inconclusive and DT40 TDP1 no CPT inconclusive.
Screening C/C(=N\Nc1ccc([N+](=O)[O-])cc1[N+](=O)[O-])c1cccnc1 returned DT40 TDP1 CPT -12%, DT40 TDP1 no CPT -7% and KAT2A inh -11%.
CC1CCCCN1C(=O)c1cc2nc(-c3ccccc3)cc(-c3ccccc3)n2n1 (centres undefined) was read as DT40 TDP1 CPT 16µM*, DT40 TDP1 no CPT 23µM* and KAT2A inh -15%.
Screening CCCCNCCS(=O)(=O)NCc1ccccc1 returned DT40 TDP1 CPT -4% and DT40 TDP1 no CPT -18%.
`CCCCN(CC)C(=O)c1ccc2c(c1)NC(=O)c1ccccc1S2` gave DT40 TDP1 CPT -24%, DT40 TDP1 no CPT -9% and KAT2A inh -2%.
Cc1ccc(-c2nc3ccccc3o2)cc1NC(=S)NC(=O)c1cc2ccccc2o1 was read as DT40 TDP1 CPT 15µM*, DT40 TDP1 no CPT 15µM* and KAT2A inh -2%.
`COc1cccc(CCNC(=O)COc2cccc3c2OC(C)(C)C3)c1` gave DT40 TDP1 CPT -28%, DT40 TDP1 no CPT -28% and KAT2A inh -6%.
Screening COc1ccc(/C=C/CN2CCN(Cc3ccc(C)cc3)C(CCO)C2)cc1 (centres undefined) returned DT40 TDP1 CPT 15%, DT40 TDP1 no CPT -12% and KAT2A inh -2%.
`O=C(NCC1CCN(Cc2cccc(Cl)c2)CC1)Nc1ccc(Cl)cc1` gave DT40 TDP1 CPT inconclusive, DT40 TDP1 no CPT inconclusive and KAT2A inh -18%.
`O=C(C[n+]1ccccc1)Nc1ccccc1Br` gave DT40 TDP1 CPT 2%, DT40 TDP1 no CPT -10% and KAT2A inh -5%.

2 neighbouring compounds from above, quoted:
`O=C(NCC1CCN(Cc2cccc(Cl)c2)CC1)Nc1ccc(Cl)cc1` gave DT40 TDP1 CPT inconclusive, DT40 TDP1 no CPT inconclusive and KAT2A inh -18%.
`O=C(C[n+]1ccccc1)Nc1ccccc1Br` gave DT40 TDP1 CPT 2%, DT40 TDP1 no CPT -10% and KAT2A inh -5%.

(listing goes on)
Screening CCCOC(=O)Nc1nnc(CCC)s1 returned DT40 TDP1 CPT -3%, DT40 TDP1 no CPT 2% and KAT2A inh 0%.
Screening CCN(CC)C(=O)CSc1nnc(-c2cccs2)n1Cc1ccco1 returned DT40 TDP1 CPT -13%, DT40 TDP1 no CPT -22% and KAT2A inh -2%.
Cn1cccc1C(=O)N1CCC2(CCCN(c3ccncc3)C2)CC1 was read as DT40 TDP1 CPT inconclusive, DT40 TDP1 no CPT inconclusive and KAT2A inh -19%.
`COc1ccc(/C(C)=N/NC(=O)Cc2c(C)nc(C)[nH]c2=O)cc1` gave DT40 TDP1 CPT -5%, DT40 TDP1 no CPT -9% and KAT2A inh 4%.
O=C(CCS(=O)(=O)Cc1ccccc1F)NCCc1ccc(Cl)cc1 was read as DT40 TDP1 CPT -5%, DT40 TDP1 no CPT inconclusive and KAT2A inh 3%.
N#Cc1ccc(NC(=O)COC(=O)CCc2nc3ccccc3c(=O)[nH]2)cc1 was read as DT40 TDP1 CPT -1%, DT40 TDP1 no CPT -13% and KAT2A inh inconclusive.
For COc1ccc(CCN2CC(C(=O)Nc3nccs3)CC2=O)cc1OC (centres undefined) the results were DT40 TDP1 CPT -14%, DT40 TDP1 no CPT -11% and KAT2A inh -1%.
For CCOc1ccc2oc(C(=O)NC3CCN(Cc4ccccc4)CC3)c(C)c2c1 the results were DT40 TDP1 CPT 3.7µM*, DT40 TDP1 no CPT 5.2µM* and KAT2A inh -9%.
For COc1ccc(CCNS(=O)(=O)c2ccc(Cl)cc2)cc1OC the results were DT40 TDP1 CPT -28%, DT40 TDP1 no CPT -10% and KAT2A inh 1%.
O=C(COc1ccccc1)N1CCN(C(=O)c2ccccc2F)CC1 was read as DT40 TDP1 CPT 8%, DT40 TDP1 no CPT -10% and KAT2A inh -13%.
Screening CCOCCCNc1c(CC)c(C)c(C#N)c2nc3ccccc3n12 returned DT40 TDP1 CPT inconclusive, DT40 TDP1 no CPT inconclusive and KAT2A inh inconclusive.
`COc1cccc(/C=C2\SC(=S)N(C(C)C(=O)NC3C=CS(=O)(=O)C3)C2=O)c1` (centres undefined) gave DT40 TDP1 CPT inconclusive, DT40 TDP1 no CPT inconclusive and KAT2A inh -2%.
Screening CC(=O)OCCCN1c2ccccc2Nc2nnc(-c3ccccc3)cc21 returned DT40 TDP1 CPT inconclusive, DT40 TDP1 no CPT inconclusive and KAT2A inh -3%.
Screening Cc1ccc(CNC(=O)c2cc3ccccc3oc2=O)cc1 returned DT40 TDP1 CPT -3% and DT40 TDP1 no CPT -27%.
